# XiGFP reactiv: activators of inactive X chromosome reactivation, primary screen, imaging, XiGFP fibroblasts, GFP high-content imaging, set 2; XiGFP mouse fibroblasts, % GFP-positive cells imaging, 3 d; cells co-treated with 5-aza-dC sensitizer; scaled so ellipticine positive control = 100%; activation, % at 7.58 µM; actives 0.055% (n = 360,000); AID 743238, 2013;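 active means mean normalized replicate activation at least 10% and every replicate at or above 10%; inconclusive means only one of the two criteria met; inactive means mean below 10% and not all replicates reach 10%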;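 further: 0% = median of on-plate neutral control wells and 100% = ellipticine 6 µM median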
#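 System: 68-5-11 XiGFP fibroblast line; Timing: 3 days compound exposure; Compound dosing: one concentration, pinned; Benchmarks: positive control ellipticine, 6 µM final; Buffer or medium: DMEM containing 5-aza-dC.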
# RAD54 inh: inhibitors of human RAD54 branch migration, primary screen, biochemical, fluorescence, single point | actives 0.14% (n = 360,000) | DNA repair and recombination protein RAD54-like (Homo sapiens), Q92698 | RAD54 Holliday junction branch migration, FAM/BHQ fluorescence | inhibition, % at 10.4 µM;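 active means mean normalized replicate activity at least 40 and at least half of replicates scoring 40 or more; inconclusive means only one of the two criteria met; inactive means mean below 40 and under half of replicates reaching 40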;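 further: 0% = median of neutral control wells and 100% = median of positive control wells; inhibitors cause a drop in the FAM fluorescence signal; in these data hits start at about 50%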
# Target sequence (Q92698 whole entry, looked up): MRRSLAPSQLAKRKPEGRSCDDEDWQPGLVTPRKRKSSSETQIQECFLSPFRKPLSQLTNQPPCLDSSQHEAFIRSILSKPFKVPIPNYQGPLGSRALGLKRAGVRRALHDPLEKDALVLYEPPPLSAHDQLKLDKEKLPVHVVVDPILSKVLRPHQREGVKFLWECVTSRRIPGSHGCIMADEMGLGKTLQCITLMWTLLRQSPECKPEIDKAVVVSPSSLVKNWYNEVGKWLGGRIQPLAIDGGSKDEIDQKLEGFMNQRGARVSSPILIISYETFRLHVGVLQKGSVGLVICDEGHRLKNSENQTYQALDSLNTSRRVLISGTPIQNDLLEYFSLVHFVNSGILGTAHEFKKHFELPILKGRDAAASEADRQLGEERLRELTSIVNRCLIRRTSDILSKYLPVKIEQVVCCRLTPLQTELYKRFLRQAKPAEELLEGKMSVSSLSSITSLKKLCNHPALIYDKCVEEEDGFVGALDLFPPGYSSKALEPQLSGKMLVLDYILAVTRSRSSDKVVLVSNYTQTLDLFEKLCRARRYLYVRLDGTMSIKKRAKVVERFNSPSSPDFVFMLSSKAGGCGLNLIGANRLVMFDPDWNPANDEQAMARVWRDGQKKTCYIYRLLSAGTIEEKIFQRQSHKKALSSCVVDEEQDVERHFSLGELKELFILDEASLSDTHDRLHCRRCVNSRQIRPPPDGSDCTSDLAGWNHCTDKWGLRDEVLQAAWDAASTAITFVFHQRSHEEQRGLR
# RAD52 inh: RAD52 DNA annealing inhibitors, primary screen, biochemical, FRET, single point, set 2; recombinant RAD52 DNA annealing, FRET fluorescence; DNA repair protein RAD52 homolog (Homo sapiens), P43351; inhibition, % at 18.7 µM; AID 651710, 2012; actives 0.46% (n = 360,000);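 active means every replicate showing at least 50% inhibition; inconclusive means mean inhibition at least 50% but not in every replicate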
# INS-1E GSIS act: GLuc luminescence reporter in INS-1E cells, primary screen for activators of glucose-dependent secretion of insulin | activation, % at 16.6 µM | actives 0.61% (n = 370,000) | INS-1E GLuc reporter insulin secretion, 2-3 h;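 active means lowest replicate activation of at least 40%, so every replicate reaches that level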;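 further: 0% = median of neutral control wells and 100% = median of IBMX positive control wells; some compounds called inactive have numbers as strong as hits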
# F508del corr: F508del CFTR correction, initial screen, CFBE line, single point. CFBE cells, YFP halide quenching; stimulated with forskolin plus potentiator P3; % fluorescence drop versus neutral controls. activity (quench increase), % at 7.58 µM. actives 0.36% (n = 350,000);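 active means mean added fluorescence quench of at least 8% versus neutral control, with both replicates also reaching 8%; inconclusive means only one of the mean or replicate conditions met; inactive means mean below 8% and not both replicates reaching 8%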;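 further: cells transiently co-express mutant CFTR-F508del with the halide-sensitive YFP; corrector assay measuring rescue of mutant channel to the surface after 24 h compound exposure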
# CASP6 VEID inh: human caspase-6 inhibitors, primary screen, biochemical, VEID-R110 fluorescence, single point, set 2. P55212. purified caspase-6, Z-VEID-R110 cleavage fluorescence. inhibition, % at 12.5 µM. actives 0.53% (n = 350,000);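 active means mean inhibition across replicates at least about 35%, with every replicate also reaching that limit, limit read from the data; inconclusive means only one of the two criteria met; inactive means neither criterion met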;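 further: 0% = median of neutral control wells and 100% = no fluorescence left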
# Target sequence (P55212 24-179 limits assumed): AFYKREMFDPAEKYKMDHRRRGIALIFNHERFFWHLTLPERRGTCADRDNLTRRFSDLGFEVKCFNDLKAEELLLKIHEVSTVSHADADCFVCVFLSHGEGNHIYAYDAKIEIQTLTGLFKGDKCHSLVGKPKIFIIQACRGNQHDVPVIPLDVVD
# Target sequence (P55212 194-293 limits assumed): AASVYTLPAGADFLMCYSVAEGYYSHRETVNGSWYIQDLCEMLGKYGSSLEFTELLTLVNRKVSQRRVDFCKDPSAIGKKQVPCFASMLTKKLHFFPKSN
# DENV2 CPE rescue: inhibitors of DENV2 cytopathic effect, primary screen, cell-based, plate reader, single concentration. DENV2-infected cells, cytopathic effect rescue. CPE inhibition, % at 9.99 µM. actives 1.7% (n = 350,000); in the data active means CPE inhibition above about 20%, passing the limit was not always enough; inconclusive means no clear call, values can overlap the other calls; tested in BHK-21 cells;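 further: 0% = median of neutral control wells and 100% = median of positive control wells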
# E-selectin induc: E-selectin induction in HUVECs, primary screen, imaging, HUVEC, immunofluorescence imaging, single point; P16581; normalized: neutral wells 0, TNF-alpha wells 100; activation, % at 7.58 µM; actives 0.37% (n = 260,000); AID 686992, 2013;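 active means mean E-selectin-positive cell signal at least 10% of the positive control, reached in at least 60% of replicates, without over 20% cell loss; inconclusive means no rule given, readout overlaps actives, possibly toxicity-flagged; inactive means the rest, including those meeting only one limit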;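 further: in these data hits start at about 27%; measured in HUVEC primary endothelial cells; signal is the percent of cells scored E-selectin positive by PE staining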
#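 assay system = HUVEC, human umbilical vein endothelial cells | input = 3,000 HUVEC seeded per well | medium = EGM-2 growth medium on 0.1% gelatin-coated wells | dosing = one compound dose added by pin transfer | signal = immunofluorescence imaging | read-out basis = % PE-positive cells | control set = TNF-alpha, DMSO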
# Starred values were filed as active, the others as inactive; ? = inconclusive; nt = no result given; & = joins results of further samples; ! = a repeat was not active.
SMILES,XiGFP reactiv,RAD54 inh,RAD52 inh,INS-1E GSIS act,F508del corr,CASP6 VEID inh,DENV2 CPE rescue,E-selectin induc
COc1ccc(S(=O)(=O)N2N=C(c3ccc(NS(C)(=O)=O)cc3)CC2c2ccco2)cc1 (centres undefined),0.0,nt,-243,32,-3.8,2,2,-0.1
CCCN(C)C[C@@H]1Oc2ncc(-c3cccc(C(=O)N(C)C)c3)cc2C(=O)N([C@@H](C)CO)C[C@@H]1C,-0.1,4,-1,nt,-1.0,2,-5,0.2
CCOc1ncccc1C(=O)NC(C)CCc1ccccc1 (centres undefined),0.0,-1,5,51*,2.7,-1,6,-0.2
CCCNC(=O)C1(C)CCCN(C(=O)c2cccc(OC(C)=O)c2C)C1 (centres undefined),0.1,3,-10,6,-0.5,-2,3,nt
CCc1ccc(CN(C)Cc2nc(COc3ccccc3)no2)nc1,0.0,nt,-23,-1,-0.3,3,15,1.3
COC(=O)C[C@@H]1CC[C@H]2[C@@H](COC[C@H](O)CN2S(=O)(=O)c2ccccc2C)O1,0.0,2,-12,6,-1.6,-1,-3,0.1
O=C(C1CCOCC1)N1CC(=O)N2[C@H](CO)[C@@H](c3ccc(C#Cc4cccc(F)c4)cc3)[C@H]2C1,0.2,nt,-9,-1,-0.2,-1,-5,-0.2
C[C@H](CO)N1C[C@H](C)[C@H](CN(C)C(=O)Nc2ccc(F)cc2)Oc2cc(-c3ccc(F)cc3)ccc2S1(=O)=O,0.5,nt,nt,-21,-2.7,nt,nt,1.2
Cc1ccc(C)c(N2CCN(S(=O)(=O)c3ccc(-c4cc(C)no4)s3)CC2)c1,0.0,-4,-10,13,-1.6,2,4,nt
COc1ccc(C2NC(=O)NC(C)=C2C(=O)OC2CCCC(C)C2)cc1 (centres undefined),0.0,-3,-7,-2,0.4,-2,-6,0.1
O=C(Oc1cccc2cccnc12)c1cccc([N+](=O)[O-])c1,0.0,nt,-19,-1,-1.2,nt,nt,-0.1
COc1ccc(-c2ccc3c(c2)[C@@H]2[C@@H](CCN2S(=O)(=O)c2ccc(OC)cc2)[C@@H](CO)N3C)cc1,0.4,3,40,-35,-2.3,0,7,-0.2
Nc1ccccc1C(=O)NNC1=C(C(=O)C(F)(F)F)CCC1,0.3,-1,-3,nt,4.1,5,8,nt
C[C@@H]1CN([C@H](C)CO)C(=O)c2cc(NC(=O)CCCN(C)C)ccc2O[C@@H]1CN(C)C(=O)Nc1cccc2ccccc12,-0.8,0,-21,-6,0.4,-7,-5,-2.2
CN1C(=O)c2cc(NC(=O)c3ccc(C(F)(F)F)cc3)ccc2OC[C@H]2O[C@@H](CC(=O)NC3Cc4ccccc4C3)CC[C@H]21,0.3,0,4,3,0.6,nt,-3,0.0
N#Cc1cccc(NC(=O)CSc2ccccc2)c1,nt,-4,-15,1,nt,3,nt,nt
C[C@@H]1CN([C@@H](C)CO)C(=O)c2cc(-c3cncnc3)cnc2O[C@H]1CN(C)C(=O)Cc1ccccn1,0.7,2,4,13,-0.7,-3,0,3.7
COc1ccccc1-c1cnc2c(c1)C(=O)N([C@@H](C)CO)C[C@@H](C)[C@@H](CN(C)Cc1cccc(F)c1)O2,-0.6,-1,1,23,0.4,0,-10,-0.7
CC1=C(C(=O)OCC2CCCCC2)C(c2ccc(F)cc2)NC(=O)N1 (centres undefined),0.0,8,-15,5,1.3,3,?,nt
C=CCC(C(=O)OC)(C(=O)OC)c1ccc([N+](=O)[O-])cc1[N+](=O)[O-],-0.2,nt,-12,-1,-3.6,-2,nt,3.4
O=C(CSc1nnnn1-c1ccccc1)Nc1ncc(Cc2ccccc2Cl)s1,0.3,nt,-10,10,-3.9,-1,-2,nt
CCC(=O)Nc1ccc2c(c1)C(=O)N(C)[C@H]1CC[C@@H](CC(=O)NCCOC)O[C@@H]1CO2,0.1,0,-7,-1,-3.1,-2,2,0.1
CN(Cc1ccccc1F)C(=O)CN1CCN(S(=O)(=O)c2ccc3c(c2)OCCCO3)CC1,-0.1,5,-14,1,-1.2,3,-5,-1.6
CCN(CC)CCCNC(=O)C1CCN(C(=O)c2cc3sccc3n2Cc2ccc(F)cc2)CC1,nt,-5,1,2,1.4,-12,1,nt
Cc1ccc(S(=O)(=O)N2C[C@]3(O)C[C@@H]4C(=O)N(c5ccccc5)C(=O)[C@@H]4C[C@]3(OC(=O)NC3CC3)C2)cc1,-0.1,-1,2,1,-1.8,nt,0,1.1
CCc1ccc(-c2nc(SCC(=O)NC3CC3)n[nH]2)cc1,0.3,-2,-5,-8,6.8,3,-2,2.6
CC(=O)c1cccc(-c2ccnc3c2CC(C(=O)NCC2CC2)O3)c1 (centres undefined),0.3,-7,-3,12,1.2,2,18,0.3
O=C1Nc2cc(C(=O)NCCN3CCCCCC3)ccc2S/C1=C/c1ccccc1F,-0.1,-7,-28,4,-2.2,-7,13,-0.2
Cc1nc2ccc(NC(=O)CCS(=O)(=O)c3ccc(Cl)cc3)cc2s1,0.3,nt,-27,-4,nt,-2,2,0.7
CC(C)C#Cc1ccc2c(c1)O[C@H](CN(C)C(=O)CN(C)C)[C@@H](C)CN([C@H](C)CO)S2(=O)=O,-0.3,3,20,17,2.7,-1,-2,-0.3
S=C(NCCc1ccccc1)N/N=C/c1ccccc1Cl,0.0,nt,-11,-1,nt,-1,-11,nt
CC(C)(C)S(=O)(=O)c1cnc2c(-c3ccsc3)cnn2c1N,0.1,nt,-10,1,-0.6,1,-1,nt
COC(=O)c1ccc(NC(=O)Nc2cccc(F)c2)cc1,0.1,-1,-13,-10,-1.0,-1,1,nt
CC(=O)NC[C@@H]1[C@@H](c2ccc(-c3ccccc3)cc2)[C@@H](CO)N1C(=O)C1CCC1,0.1,-5,-45,-4,-0.4,4,-13,-0.5
O=C(O)CCSc1nnc(COc2cccc3cccnc23)n1-c1ccccc1,0.1,nt,-5,-1,-0.1,-3,nt,nt
CSc1ccc(CNC(C)(C)CO)cc1,-0.1,0,-11,29,-0.8,0,-4,0.9
COC(=O)[C@@H]1CCCN1C(=O)CCc1nnc(C2CCCCC2)o1,0.2,0,3,14,-0.7,-2,5,nt
Cc1cc(NC(=O)CSCC(=O)Nc2ccc(Cl)c(C(F)(F)F)c2)no1,0.3,2,-2,-41,-2.7,0,-4,-0.2
CCCC(C(=O)NC(C)(C)C)N(CC1CCCO1)C(=O)c1snc(C(N)=O)c1N (centres undefined),0.0,nt,-16,4,1.6,-4,nt,nt
O=C1C2C3CCC(C3)C2C(=O)N1c1ccc2ccccc2c1 (centres undefined),0.1,-11,-3,9,-2.2,0,-3,-0.1
CNC(=O)[C@@H]1C[C@H]1[C@@H](NC(=O)OCc1ccccc1)c1ccccc1,-0.3,-7,-10,-8,0.0,-2,-4,0.0
O=C1c2ccccc2C(=O)N1CCSC(=S)N1CCOCC1,nt,-2,-14,5,-2.2,-4,nt,nt
CN1CCN(C(=O)[C@H]2[C@H](CO)[C@H]3Cn4c(ccc(-c5ccncc5)c4=O)[C@H]3N2CC2CC2)CC1,0.1,nt,-11,8,1.1,-2,-1,0.2
COc1cccc(-c2ccc(C3[C@H]4CNC[C@@H]3N4C(=O)Nc3ccc(C(F)(F)F)cc3)cc2)c1 (some centres undefined),0.0&0.1,nt,nt,-5&-14,-3.1&-2.9,nt,33*!,-0.1&0.5
O=C(OCC(=O)N1CCN(c2ccccc2)CC1)c1cc(F)c(F)cc1Cl,0.1,3,3,2,3.4,2,5,-5.7
Oc1[nH]c2ccccc2c1N=Nc1cccc(Cl)c1,0.0,-21,-223,2,2.1,3,-1,1.4
CCOC(=O)N1CCC(NC(=O)C2CCCN(C(=O)c3cc4sccc4n3C)C2)CC1 (centres undefined),0.0,3,-1,3,1.5,-4,3,nt
CN(CC(=O)NCC1CCCCC1)CC(=O)Nc1ccc(F)cc1,0.0,-4,5,-18,3.0,-1,0,0.4
CN(C)C(CNC(=O)c1ccco1)c1cccs1 (centres undefined),0.1,6,-4,2,0.0,-2,?,nt
C[C@@H]1C=C(C(=O)N2CCCCCCC2)O[C@H](OCc2ccc(CO)cc2)C1,nt,-1,1,nt,-0.3,1,-9,nt
# Following part.
SMILES,XiGFP reactiv,RAD54 inh,RAD52 inh,INS-1E GSIS act,F508del corr,CASP6 VEID inh,DENV2 CPE rescue,E-selectin induc
COc1cccc(C(=O)NCCSc2ccc(F)cc2)c1,-0.1,nt,0,-6,2.3,0,-8,5.0
COC(=O)c1cc(CSc2nc3ccccc3c(=O)n2C)oc1C,0.4,-9,-11,4,0.1,2,2,0.0
CCC(C)c1c(O)nc(SCC(=O)N2CCCCC2)[nH]c1=O (centres undefined),-0.1,nt,5,3,0.1,6,-1,nt
O=C(CNC(=O)c1cc(=O)[nH]c2ccc(S(=O)(=O)N3CCOCC3)cc12)Nc1ccc(F)c(F)c1,0.4,-11,-42,-11,-0.5,-141,3,1.7
CN1/C(=C\C(=O)Nc2cccnc2)c2ccccc2CC1(C)C,0.0,-4,-29,9,0.4,-2,?,0.1
CC(C)NC(=O)Nc1ccc2c(c1)C(=O)N([C@@H](C)CO)C[C@@H](C)[C@H](CN(C)C(=O)Cc1ccccc1)OCCCC[C@H](C)O2,0.3,4,0,-16,-1.0,-3,-1,-0.2
Cc1sc(NC(=O)c2ccc(F)cc2)c(CN2CCCCCC2)c1C,0.8,-11,-134,nt,-3.6,-5,?,nt
CCc1nnc(NC(=O)c2cccnc2SC)s1,0.1,nt,-4,-2,-0.8,-3,12,0.4
CC(C)CN1C(=O)/C(=C/c2cccs2)NC1=S,nt,-13,-6,2,nt,3,nt,nt
O=C1Nc2ccccc2CN2C(=O)c3cc(Cl)ccc3NC(=O)C12 (centres undefined),0.0,-1,-12,-3,-1.3,2,-8,-1.3
CC(C)C(C(=O)N1CCOCC1)N1C(=O)c2ccccc2C1=O (centres undefined),nt,12,-10,0,-2.0,2,nt,nt
COCCC(=O)N1CCc2ccc(NC(=O)c3ccc(C(F)(F)F)cc3)cc2C1,0.0,-4,6,-9,0.3,-2,6,nt
Cc1ccc(-c2nnn(CC(=O)N(CC(=O)NC3CCCCC3)c3ccccc3F)n2)o1,0.1,0,-33,-5,1.1,1,1,nt
C[C@H](CO)N1C[C@H](C)[C@@H](CN(C)Cc2ccc(Cl)c(Cl)c2)Oc2ccc(NC(=O)CCCN(C)C)cc2CC1=O,-0.1,20,59*,6,-1.1,-70,12,-2.4
CC(C)(C)OC(=O)NNC(=O)NC12CC3CC(CC(C3)C1)C2,0.0,nt,-2,3,-2.3,2,-3,nt
